# From PubChem BioAssay
# Keap1-Nrf2 PPI: Keap1-Nrf2 protein-protein interaction inhibitors, primary screen, biochemical, fluorescence polarization, single point. Kelch-like ECH-associated protein 1 (Homo sapiens), Q14145. Keap1 Kelch-Nrf2 peptide fluorescence polarization, 1536-well. inhibition, % at 9.4 µM. hit rate 0.15% among 340,000. AID 504523, 2011; in the data active = inhibition above about 12%;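 also: human Keap1 Kelch domain with fluorescein labeled Nrf2 9mer peptide probe; 0% = neutral control wells and 100% = peptide positive control; higher means more block of Keap1 binding to Nrf2 peptide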
# CAL PDZ FP-1: untagged CAL PDZ binding inhibitors, primary screen, biochemical, fluorescence polarization, HTS | AID 602252, 2012 | purified CAL PDZ, TMR-peptide fluorescence polarization, 1 h | hit rate 0.92% among 300,000 | inhibition, % at 24.9 µM | Golgi-associated PDZ and coiled-coil motif-containing protein (Homo sapiens), Q9HD26;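 active = mean inhibition of at least 30% with at least half of replicates also reaching 30%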;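 also: 0% = DMSO neutral control and 100% = excess unlabeled competitor peptide PRC23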
# NSD2 inh: NSD2 histone methyltransferase inhibitors, primary screen, biochemical, AlphaScreen, single concentration, set 2. inhibition, % at 12.5 µM. hit rate 0.54% among 310,000. Histone-lysine N-methyltransferase NSD2 (Homo sapiens), O96028. AID 743445, 2014. NSD2 peptide methylation, 120 min; in the data active = inhibition above about 50%
# Pemphigus Ab inh: inhibitors of pemphigus antibody binding to DSG3, primary screen, biochemical, bead-based, flow cytometry, scFv-GFP | binding (percent of control), % at 10 µM | Desmoglein-3 (Homo sapiens), P32926 | DSG3-coupled beads, scFv-anti-DSG3-GFP binding; active compounds read low | hit rate 0.48% among 310,000;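 active = binding more than 3 SD below its plate's average and above zero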;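 also: hits lower antibody fragment binding to DSG3; some compounds called inactive have numbers as strong as hits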
# Arrestin-AP2 inh: inhibitors of beta-arrestin/AP2 binding, primary screen, biochemical, GPCR trafficking, flow cytometry; FITC-arrestin peptide / GST-AP2 beads; AP2 beta2 appendage carries R879A mutation; hit rate 0.31% among 340,000; inhibition, % at 10 µM; beta-arrestin 1 C-terminal peptide binding to AP2 beta2-adaptin appendage (human);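 active = inhibition above a set limit, near 3 SD of compounds lacking own fluorescence, cut at about 54% in these data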;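 also: plate controls were DMSO wells for no effect and 5 µM unlabelled arrestin peptide for full effect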
#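 Test system: GST-tagged AP2 beta2-adaptin appendage (R879A) on 4 µm glutathione beads; also added: fluorescein-tagged arrestin peptide at 50 nM final; timing: 12 min plus 1 h, RT; signal: flow cytometry, FL1 (488/535 nm); read-out: percent drop in bead-associated FITC signal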
# V-ATPase pHluor: regulators of yeast V-ATPase proton pumping, primary screen, pHLuorin cytosolic pH fluorescence. S. cerevisiae. response, % at 10 µM. hit rate 0.37% among 350,000. AID 504577, 2011; in the data active = response mostly above about 7.3%, no sharp cut-off; inactive = mostly below about 5.4%; also: actives read high; inactives centre near 0; some compounds called inactive have numbers as strong as hits; reference of the scale not given here
# Cardiac RTF inh: cardiac RTF calcium sensitivity inhibitors, primary screen, biochemical, IANBD-TnC fluorescence, EC70 calcium; inhibition, % at 7.15 µM; hit rate 0.12% among 340,000; AID 493244, 2011; Troponin I, cardiac muscle (Homo sapiens) + Troponin T, cardiac muscle (Homo sapiens) + …; IANBD-labeled cardiac RTF, Ca2+ fluorescence;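 active = inhibition above the mean inhibition of all tested compounds plus 3 SD, cut at about 17% in these data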;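 also: assay run at fixed EC70 calcium of 1.6 mM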
# DAGLB inh: DAGLB lipase inhibitors, primary screen, biochemical, fluorescence, HTS. inhibition, % at 5.17 µM. hit rate 0.059% among 340,000. Diacylglycerol lipase-beta (Homo sapiens), Q8NCG7. HEK293T DAGLB membrane lysate, EnzChek fluorogenic substrate; in the data active = inhibition above about 34%;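 also: 0% = enzyme with vehicle and 100% = wells lacking enzyme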
# Target sequence (Q8NCG7 whole entry, looked up): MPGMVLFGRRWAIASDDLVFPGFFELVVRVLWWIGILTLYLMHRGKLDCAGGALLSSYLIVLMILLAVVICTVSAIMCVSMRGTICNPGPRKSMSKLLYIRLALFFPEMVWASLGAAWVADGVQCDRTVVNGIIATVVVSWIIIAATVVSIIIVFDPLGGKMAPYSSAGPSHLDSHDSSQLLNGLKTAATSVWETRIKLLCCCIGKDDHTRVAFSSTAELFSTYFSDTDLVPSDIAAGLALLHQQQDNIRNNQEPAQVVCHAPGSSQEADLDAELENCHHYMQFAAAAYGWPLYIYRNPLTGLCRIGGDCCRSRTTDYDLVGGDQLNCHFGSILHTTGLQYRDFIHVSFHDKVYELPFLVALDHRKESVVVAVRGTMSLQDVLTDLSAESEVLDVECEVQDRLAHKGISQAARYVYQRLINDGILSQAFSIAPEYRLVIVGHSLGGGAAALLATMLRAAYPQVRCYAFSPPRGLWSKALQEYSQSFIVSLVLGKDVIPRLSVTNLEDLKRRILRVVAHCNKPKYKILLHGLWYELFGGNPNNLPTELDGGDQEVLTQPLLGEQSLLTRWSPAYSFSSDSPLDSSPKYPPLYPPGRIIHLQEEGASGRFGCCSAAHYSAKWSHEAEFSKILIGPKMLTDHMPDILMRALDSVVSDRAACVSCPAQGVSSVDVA
# CAL PDZ FP-2: CAL PDZ peptide-binding inhibitors, primary screen, biochemical, fluorescence polarization, Cer-tagged CAL PDZ, HTS; purified CAL PDZ, TMR-peptide fluorescence polarization, 1 h; inhibition, % at 20 µM; hit rate 0.02% among 330,000; AID 504414, 2011;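 active = highest replicate inhibition of at least 40%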;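 also: plate controls were DMSO neutral control wells for no effect and unlabeled competitor peptide control wells for full effect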
#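 System: purified tagged CAL PDZ domain construct (CerCALP). Schedule: 1 h incubation at room temperature before polarization reading. Medium: 25 mM sodium phosphate pH 7.4, 150 mM NaCl, TCEP, IgG, Thesit. Read-out: percent inhibition from loss of millipolarization. Measured by: FP readout, S and P plane fluorescence. Probe or stimulus: fluorescent TMR peptide probe.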
# LANA DNA inh: inhibitors of KSHV C-LANA binding to DNA, primary screen, biochemical, fluorescence polarization, FAM-LBS DNA, MBP-C-LANA, single point; Kaposi's sarcoma herpesvirus LANA C-terminal domain (residues 932-1162) DNA binding; inhibition, % at 9 µM; hit rate 0.078% among 340,000;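 active = highest replicate inhibition at or above 60% at 9 µM, even if other replicates fall short; inactive = all replicates below 60% inhibition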;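 also: 0% = neutral control wells and 100% = 4 µM acridine orange control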
# Active calls of the source: *; · = no result given. Only part of the results is shown (hit frequency here may not be typical).
cpd	Cardiac RTF inh	NSD2 inh	Pemphigus Ab inh	Keap1-Nrf2 PPI	DAGLB inh	CAL PDZ FP-1	V-ATPase pHluor	LANA DNA inh	Arrestin-AP2 inh	CAL PDZ FP-2	SMILES
1	-1	-6	·	3	-2	1	2	-0.9	2	0.0	CCCN(C(=O)c1ccccc1N)c1c(C)n(C)n(-c2ccccc2)c1=O
2	5	-6	105	0	-3	1	0	3.5	-1	-3.0	COc1cc(C(=O)OCc2ccc(C)cc2)cc(NC(=O)c2cccs2)c1OC
3	-4	·	107	1	-4	-1	-1	2.0	-4	0.4	C[C@H](NC(=O)c1nc[nH]c1C(=O)N[C@@H](Cc1ccccc1)C(=O)OC(C)(C)C)c1ccccc1
4	-5	·	98	-6	3	·	-4	-0.4	3	-1.2	Cc1cc(NS(=O)(=O)c2ccc(NC(=O)COc3ccccc3C(C)C)cc2)no1
5	-5	·	99	-3	-1	-2	-3	0.7	20	0.8	COc1cc(OC)c(NC(=O)[C@@H]2CCC(=O)N2C2OC(=O)c3c2ccc(OC)c3OC)cc1Cl (some centres not stated)
6	-12	-3	111	-2	-3	-2	1	0.0	2	-1.2	CCCCN(C)C(=O)Cc1c(OC)ccc2cc(Br)ccc12
7	-1	-1	107	-5	-2	-2	2	-1.7	3	-0.5	CSc1ncccc1C(=O)OC(C)C(=O)Nc1cccc(S(=O)(=O)N2CCOCC2)c1 (configuration not stated)
8	-25	0	103	-1	0	-4	-2	-0.3	-9	-1.3	Cc1ccc(C)c(S(=O)(=O)N2CCN(C(=O)Cc3ccccc3)CC2)c1
9	-12	3	98	-4	1	4	1	0.4	5	-16	O=C1CC(/C=C/c2ccccn2)=Nc2ccccc2N1
10	-13	·	103	-1	-2	-8	2	9.2	29	-1.4	O=C(COC(=O)CCc1c[nH]c(=O)[nH]1)Nc1ccccc1Cl
11	-2	2	97	0	-3	-3	-1	0.3	-9	-0.8	CC1CCN(C(=O)COc2ccccc2F)CC1
12	-5	-4	108	-7	0	-5	0	-0.1	5	20	O=C(COc1ccc(Cl)cc1Cl)Nc1nnc(C2=COCCO2)o1
13	-1	4	108	-1	4	8	1	-1.1	50	-0.1	CCc1ccc(NC(=O)C(=O)NNC(=O)c2ccc(OC)cc2)cc1
14	-9	-2	106	1	-7	-4	3	0.6	-10	-0.4	COC(=O)c1ccccc1CSc1nsc(C)c1C#N
15	-2	·	93	-2	-8	-5	-14	-1.0	-2	-0.3	Cc1cc(N2CCCCC2)n2ncc(-c3ccc(Cl)cc3)c2n1
16	-1	0	100	-27	-7	0	-3	-0.6	-2	-3.2	Cc1ccc(CNC(=O)CSc2c3c(nc4ccc(Cl)cc24)CCCC3)o1
17	8	21	107	-1	6	-1	-2	-0.5	-10	-3.2	Cc1ccc2[nH]c(=O)c(CN(Cc3cccs3)Cc3nnnn3Cc3ccccc3)cc2c1
18	-7	0	101	1	4	-6	0	0.4	5	-0.1	O=C(NCc1ccco1)c1c(F)cccc1Cl
19	-8	-2	85	0	0	-2	-1	-1.1	-4	-3.8	COc1ccc(OCC(=O)Nc2cccc(NC(=O)c3ccco3)c2)cc1
20	-7	-4	108	-7	-2	-3	-8	0.6	12	0.3	O=C(CN1CCN(c2ccccc2F)CC1)NCc1ccccc1
21	-1	·	·	-3	1	-3	1	0.3	-13	-0.1	C[N+]1(C)CCC(=C2c3ccccc3CC(=O)c3sccc32)CC1
22	-7	·	·	0	1	0	1	0.1	-3	0.6	O=C(NCc1ccccc1Cl)C1CCN(S(=O)(=O)N2CCCC2)CC1
23	-19	-5	93	-2	0	1	0	-0.7	12	-0.6	Cc1ccccc1-n1cc[nH]c1=S
24	0	·	112	0	0	·	-2	1.0	1	-0.7	Cc1nc(CNS(=O)(=O)c2ccccc2F)cs1
25	10	48	101	-2	1	-2	-11	0.8	0	·	CN(CCC#N)C(=O)COC(=O)c1ccccc1C(=O)c1ccc(Cl)c([N+](=O)[O-])c1
26	5	1	100	-1	2	-1	-2	1.3	1	-1.4	Cc1ccnc(NC(=O)CN2C(=O)c3ccccc3S2(=O)=O)c1
27	2	2	103	1	1	·	3	1.5	-4	0.6	CC(C(=O)N1CCc2ccccc21)N(C)CC(=O)Nc1ccc(F)cc1 (configuration not stated)
28	-14	3	98	-6	-2	-3	2	-0.2	8	-3.0	CCOc1ccc(NC(=O)COC(=O)c2cc([N+](=O)[O-])ccc2N2CCOCC2)cc1
29	-2	-2	92	2	-1	-3	-10	1.0	2	-0.8	C/C(=N\NC(=O)c1cccc(S(=O)(=O)N2CCCC2)c1)c1ccc(C)cc1
30	-6	·	101	-1	1	-6	-3	3.7	7	-0.4	COc1cc(C(=O)Nc2nc(OC)c(-c3ccccc3)c(OC)n2)cc(OC)c1OC
31	-17	-1	125	-4	-6	0	1	-0.7	-1	-2.5	CCCN(CC(=O)Nc1ccc(C)cc1Br)CC(=O)Nc1ccc(F)c(F)c1F
32	-1	-4	97	-4	-1	-3	2	0.5	25	1.9	O=C(NCC(=O)N1CC=C(c2ccccc2)CC1)c1ccc(OC(F)F)cc1
33	6	11	·	-3	-2	1	-4	0.1	14	1.7	Fc1ccc(-c2csc3[n+]2CCS3)cc1
34	-2	-5	86	-5	-4	-4	3	0.3	5	-2.5	CCOC(=O)c1c(C)n2c3c(cc(C)cc13)CCC2
35	-6	-5	101	-2	0	·	-2	0.3	10	-0.4	O=C(N/N=C/c1ccsc1)c1ccccn1
36	-2	11	·	2	-8	·	-8	1.1	-3	-2.5	Cc1cc(NC(=O)C2CCCC2)nc2c1c(=O)oc1ccccc12
37	-4	-1	102	3	0	-5	-3	0.3	-5	·	O=C(Nc1ccc(Cl)cc1)OCc1cn(-c2ccccc2)nn1
38	-6	-1	98	5	-2	-3	-2	2.0	-15	-1.0	Cc1onc(-c2ccccc2Cl)c1C(=O)Nc1cccc(S(=O)(=O)N2CCOCC2)c1
39	-11	-12	105	-2	-14	-5	-5	0.4	1	-0.4	Cc1ccc(NC(=O)COC(=O)CCc2ccccc2)c(Cl)c1
40	0	-3	102	2	0	·	0	0.2	-1	-3.3	COc1ccc(CN2CCN(C(=O)c3cc(OC)c(OC)c(OC)c3)CC2)cc1OC
41	-7	20	99	0	2	2	-2	-2.7	8	-0.2	O=C(Nc1ccc(F)cc1)c1cccnn1
42	-2	-2	117	-1	-2	-6	4	-1.2	28	-2.7	NC(=O)Cn1cc(/C=N\NS(=O)(=O)c2ccc(Cl)cc2)c2ccccc21
43	-4	-1	91	0	2	0	-3	-1.0	32	-0.2	CSc1n[nH]c(NC2=CC(=O)CCC2)n1
44	-2	1	97	1	-1	-2	0	72	-21	-1.2	COC(=O)C(NC(=O)c1cccnc1Cl)C(C)C (configuration not stated)
45	2	1	102	-1	-6	-3	-3	0.7	11	-5.1	O=C(N/N=C\c1cccnc1)c1cc(-c2ccc(Cl)s2)[nH]n1
46	-1	-2	106	-7	3	-2	0	-0.9	-13	-1.1	COCCn1c(SCC(=O)N2CCCCCC2)nc2c([nH]c3ccccc32)c1=O
47	-23	·	107	-2	1	-2	-4	-1.0	-5	-4.0	CC(=O)Nc1ccccc1N(C)S(=O)(=O)c1ccc(C)cc1
48	4	0	106	-1	-6	-6	7	0.7	8	-0.2	CCCC(=O)N1CCC(Cc2ccccc2)CC1
49	-8	2	98	2	-2	-9	3	1.1	-9	-1.5	COc1ccccc1OCCOc1ccc(/C=C2\C(=N)N3N=C(C)SC3=NC2=O)cc1
50	-5	-3	112	-5	-5	-2	-5	1.6	8	-0.2	COc1cc(NC(=O)C2CC(c3cccc(Br)c3)=NO2)cc(OC)c1OC (configuration not stated)

# (cont.)
cpd	Cardiac RTF inh	NSD2 inh	Pemphigus Ab inh	Keap1-Nrf2 PPI	DAGLB inh	CAL PDZ FP-1	V-ATPase pHluor	LANA DNA inh	Arrestin-AP2 inh	CAL PDZ FP-2	SMILES
51	1	22	108	-2	3	9	1	-0.2	-6	-0.9	CC1CCCN(S(=O)(=O)c2csc(C(N)=O)c2)C1 (configuration not stated)
52	·	52*	106	·	·	·	-4	·	-5	·	COc1ccc(CN(C(=O)c2cccc(OC)c2)C2CCS(=O)(=O)C2)cc1 (configuration not stated)
53	-12	-2	104	-5	1	-2	-10	-1.1	2	-3.3	CSCCC(NS(=O)(=O)c1ccc(C)cc1)C(=O)Nc1ccc(C)cn1 (configuration not stated)
54	-12	-2	100	-1	0	0	0	-5.3	36	-0.9	CC(=O)c1sc2nc(C)cc(C)c2c1N
55	-7	·	99	2	4	·	3	-0.4	13	0.1	Cc1cccc(C)c1NC(=O)C(c1ccccc1)N1CC(=O)Nc2ccccc21 (configuration not stated)
56	-5	·	80	2	4	·	-5	1.0	5	0.3	Cc1noc(/C=C/N(C)C)c1S(=O)(=O)N1CCN(c2ccccc2)CC1
57	2	0	101	-2	-3	-7	4	0.5	10	0.8	O=C(Nc1ccc(SC(F)F)cc1)c1ccccc1F
58	4	·	100	-4	-4	-4	5	0.9	3	-1.2	Cc1ccc(NC(=O)c2nc[nH]c2C(=O)N[C@@H](C)C(=O)OC(C)(C)C)cc1
59	5	-1	87	2	-2	7	-1	0.3	28	-0.8	CC(c1ccccn1)C(C)(O)C(C)c1ccccn1 (configuration not stated)
60	0	·	105	2	3	-2	-3	9.0	-4	0.8	O=C(O)CCC(=O)N1N=C(c2ccccc2)CC1c1cccs1 (configuration not stated)
61	-5	0	126	-3	3	-3	2	1.1	10	-1.3	Cc1c(Cl)c(-c2n[nH]c(=S)n2CC(C)C)nn1C
62	6	-3	95	-1	2	-1	-1	0.2	34	-2.7	O=C(/C=C/c1ccc(OCc2ccccc2)c(OCc2ccccc2)c1)c1cccnc1
63	4	-10	102	-4	-9	-3	0	-0.9	4	-2.6	CC1(C)N=C(SCC(=O)Nc2ccc(Cl)cc2)C(c2ccccc2)=N1
64	2	-2	99	5	-1	11	-2	-0.9	41	-2.8	O=C(c1ccco1)N1CCN(Cc2nnc(-c3cccc(Cl)c3)o2)CC1
65	-3	2	·	1	1	-2	-2	2.8	-9	-23	CCn1c(SCC(=O)Nc2nccs2)nnc1-c1ccc(C)cc1
